# Screening data from PubChem BioAssay.
# NSD2 inh = inhibitors of human histone methyltransferase NSD2. NSD2 peptide methylation, AlphaScreen, 120 min. inhibition, % at 12.5 µM. actives 0.54% (n = 310,000). AID 743445; in the data active means inhibition above about 50%
# Target sequence (O96028 whole entry, looked up): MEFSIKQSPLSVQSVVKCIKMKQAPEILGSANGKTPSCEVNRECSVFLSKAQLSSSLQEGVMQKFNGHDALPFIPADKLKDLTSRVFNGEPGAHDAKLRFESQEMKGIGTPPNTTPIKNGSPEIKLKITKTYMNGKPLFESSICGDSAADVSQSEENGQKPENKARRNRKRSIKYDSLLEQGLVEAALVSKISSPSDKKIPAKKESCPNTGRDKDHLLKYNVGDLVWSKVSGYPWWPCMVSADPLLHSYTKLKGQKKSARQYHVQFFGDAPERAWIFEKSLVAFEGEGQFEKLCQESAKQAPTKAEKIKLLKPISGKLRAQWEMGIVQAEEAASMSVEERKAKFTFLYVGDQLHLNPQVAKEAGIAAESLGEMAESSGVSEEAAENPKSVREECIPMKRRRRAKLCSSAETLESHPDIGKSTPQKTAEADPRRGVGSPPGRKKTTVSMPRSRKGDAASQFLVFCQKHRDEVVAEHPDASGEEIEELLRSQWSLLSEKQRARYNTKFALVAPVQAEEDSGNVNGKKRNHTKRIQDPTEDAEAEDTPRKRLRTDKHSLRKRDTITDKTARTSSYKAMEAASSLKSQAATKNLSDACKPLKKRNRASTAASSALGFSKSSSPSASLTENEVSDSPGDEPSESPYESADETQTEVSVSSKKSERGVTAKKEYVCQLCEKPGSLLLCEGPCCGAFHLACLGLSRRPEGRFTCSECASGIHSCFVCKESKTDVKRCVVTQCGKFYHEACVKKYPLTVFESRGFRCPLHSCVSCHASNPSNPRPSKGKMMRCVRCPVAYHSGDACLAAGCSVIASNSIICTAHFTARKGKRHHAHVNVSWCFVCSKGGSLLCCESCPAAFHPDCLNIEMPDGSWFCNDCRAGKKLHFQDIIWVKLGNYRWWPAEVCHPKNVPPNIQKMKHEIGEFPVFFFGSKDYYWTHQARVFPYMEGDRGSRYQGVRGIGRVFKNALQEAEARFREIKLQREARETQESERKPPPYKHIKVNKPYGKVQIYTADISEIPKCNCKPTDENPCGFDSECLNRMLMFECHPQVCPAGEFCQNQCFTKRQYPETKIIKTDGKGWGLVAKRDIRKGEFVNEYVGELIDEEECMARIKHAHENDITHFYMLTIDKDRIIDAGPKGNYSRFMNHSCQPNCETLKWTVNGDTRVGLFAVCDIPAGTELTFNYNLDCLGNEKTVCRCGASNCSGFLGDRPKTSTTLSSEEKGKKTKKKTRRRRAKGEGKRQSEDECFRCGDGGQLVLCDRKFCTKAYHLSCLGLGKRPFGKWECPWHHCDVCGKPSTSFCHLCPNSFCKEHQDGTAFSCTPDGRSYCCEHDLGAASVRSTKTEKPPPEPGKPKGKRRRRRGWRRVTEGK
# Mot1-301 SUMO = inhibitors of SUMOylation pathway: yeast Mot1-301 growth rescue; actives 1% (n = 320,000); S. cerevisiae Mot1-301 growth rescue, ATP luminescence, 38.5C; percent above DMSO median, 100 means doubled; growth rescue, % at 18.8 µM;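 active means every valid replicate shows activation above 250% relative to neutral control wells; inactive means the rest, any valid replicate at or below 250%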;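 further: OY570 slx delta 5 strain wells were the positive control but not used for scaling; some compounds called inactive have numbers as strong as hits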
# Starred values were filed as active, the others as inactive; x = not tested or not shown; & = joins results of further samples.
SMILES,NSD2 inh,Mot1-301 SUMO
COc1ccc(NC(=O)CSc2nnc(-c3cccs3)o2)cc1Cl,-2,x
NC(c1csc(NC(=O)Nc2ccccc2Oc2ccccc2)n1)c1ccccc1Cl (stereo not drawn),-2,x
COCCNC(=O)C1(C)Cc2c(-c3ccc(NC(C)=O)cc3)ccnc2O1 (stereo not drawn),-1,x
CC(C)c1ccc(C(O)P(=O)(OC2CCCCC2)OC2CCCCC2)cc1 (stereo not drawn),20,27
O=C(CC(CC(=O)c1ccc(Br)cc1)c1cccnc1)c1ccc(Br)cc1,-2,-5
Cc1cc(C)c(NC(=O)c2sc3nc(C)[nH]c(=O)c3c2C)c(C)c1,-4,-7
NC(=S)N/N=C/c1coc2ccc(F)cc2c1=O,-1,-15
Nc1ccc2nc3c(=O)n(CCc4ccccc4)c(=O)[nH]c3nc2c1,-1,-4
c1ccc(-c2ccc(-c3ccccn3)nn2)nc1,1,75
S=C(Cc1ccc(-c2ccccc2)cc1)N1CCOCC1,1,-2
O=C(NNC(=O)c1cc2cc(OC(F)(F)F)ccc2[nH]1)c1ccc(Cl)cc1,-3,-3
NS(=O)(=O)c1ccc(CCNC(=O)CN2CCN(S(=O)(=O)c3ccccc3F)CC2)cc1,-1,5
Cc1ccc(S(=O)(=O)Nc2ccc3cn[nH]c3c2)cc1C,49,-12
Cc1ccc2cccc(OCC(=O)c3cc(C)n(Cc4ccco4)c3C)c2n1,-2,-5
O=[N+]([O-])c1ccc(COP(=O)(O)OCc2ccc([N+](=O)[O-])cc2)cc1,1&-3,11
CN(C(=O)CSc1nncc2ccccc12)c1ccccc1,2,5
Brc1ccc(-c2nnc(Cc3ccccc3)o2)cc1,-4,-13
CC(=O)Nc1nc2c(s1)C(=O)NCC(C)(C)C2,32,-9
COc1ccc(/C=C2\C(=O)ON=C2c2cccc([N+](=O)[O-])c2)cc1,31,-16
O=C(NCCCc1ccccc1)C1CC1,-1,-8
COC(=O)CN1C(CN2CCOCC2)=Nc2ccc(Br)cc2C1c1ccccc1 (stereo not drawn),1,-17
CCCOC(=O)c1ccc(Cl)c(NC(=O)c2cccnc2)c1,-12,16
Cc1c(N)ccc(-n2nc3ccccc3n2)c1C,-1,6
O=C(NNC(=O)c1csc(-c2cnccc2C(F)(F)F)n1)c1ccc(C(F)(F)F)cc1,-3,-6
O=C(NNS(=O)(=O)c1ccccc1C(F)(F)F)c1cc2ncc(C(F)(F)F)cc2s1,1,10
CCCc1cnc(N2CCN(S(=O)(=O)c3cccs3)CC2)nc1,-1,-12
CCCc1nc(NCCO)c(C#N)c2c1CCCC2,26,313
COc1ccccc1-c1noc(CCCC(=O)N2CCOCC2)n1,-3,1
O=C(N/N=C/c1ccccc1O)c1cc(=O)[nH]c2ccccc12,1,64
COc1ccc(NC(=O)C2CC(=O)N/C(=N/N=C/c3ccco3)S2)cc1 (stereo not drawn),-1,18

# Laid out differently: entries from further up
# Every second line gives: NSD2 inh, Mot1-301 SUMO
CN(C(=O)CSc1nncc2ccccc12)c1ccccc1
    2, 5
CC(=O)Nc1nc2c(s1)C(=O)NCC(C)(C)C2
    32, -9
O=C(NNC(=O)c1csc(-c2cnccc2C(F)(F)F)n1)c1ccc(C(F)(F)F)cc1
    -3, -6

# Molecules above that contain fluorine, in the order listed:
SMILES,NSD2 inh,Mot1-301 SUMO
NC(=S)N/N=C/c1coc2ccc(F)cc2c1=O,-1,-15
O=C(NNC(=O)c1cc2cc(OC(F)(F)F)ccc2[nH]1)c1ccc(Cl)cc1,-3,-3
NS(=O)(=O)c1ccc(CCNC(=O)CN2CCN(S(=O)(=O)c3ccccc3F)CC2)cc1,-1,5
O=C(NNC(=O)c1csc(-c2cnccc2C(F)(F)F)n1)c1ccc(C(F)(F)F)cc1,-3,-6
O=C(NNS(=O)(=O)c1ccccc1C(F)(F)F)c1cc2ncc(C(F)(F)F)cc2s1,1,10

# Continued.
SMILES,NSD2 inh,Mot1-301 SUMO
Cc1nc(Cl)c2c(n1)NC(=O)CO2,-1,-1
COc1cccc(N/C(N)=N/c2nc(CSc3ccccn3)cc(=O)[nH]2)c1,-5,-3
N#C/C(=C\c1ccc2c(c1)OCO2)C(N)=S,-2,-12
Cc1cc(Nc2ccc(C)c(Cl)c2)nc(N2CCOCC2)n1,0,133
COc1ccccc1NC(=O)Cn1nnc2sc3c(c2c1=O)CC(C)(C)OC3,-2,26
CC(=O)Nc1ccc(/C(C)=N\NC(=O)c2ccc(-c3ccccc3)cc2)cc1,-4,11
COc1ccc(/C=N/NC(=S)Nc2ccccc2)cc1COc1ccccc1F,-3,-3
COc1cc(S(=O)(=O)N2CCN(Cc3ccc4c(c3)OCO4)CC2)ccc1NC(C)=O,-1,6
COc1ccc(-c2ccnc3nc(/N=C/N(C)C)nn23)cc1,-5,-6
Cc1c(Cc2ccccc2)c(NCCCO)n2c(nc3ccccc32)c1C#N,-6,-9
CC(C)(C)OC(=O)N1CCCN(C(=O)Nc2ccccc2)CC1,-1,-7
COc1ccc(C(=O)C(C)[n+]2ccc(-c3nnc4n3CCCCC4)cc2)cc1 (stereo not drawn),-1,-3
COc1ccc(OC)c(NC(=O)c2ccc3nc(-c4ccccc4)c(-c4ccccc4)nc3c2)c1,-4,-3
CC(C)c1ccc(-c2c(C#N)c(N)nc(SCC(=O)N3CCCCCC3)c2C#N)cc1,-3,-5
Cc1cc(C)n(C(=O)c2sc3cc(F)ccc3c2Cl)n1,-3,6
CCOCC(=O)Nc1cc(C(=O)Nc2cc(C)cc(C)c2)ccc1Cl,0,-19
COc1cc(Br)cc(C(c2c(C)n(C)n(-c3ccccc3)c2=O)c2c(C)n(C)n(-c3ccccc3)c2=O)c1O,2,14
Nn1c(SCc2ccccc2F)nnc1-c1cccnc1,-1,-6
Cn1c(=O)c2c(nc(N3CCN(c4ccc([N+](=O)[O-])cc4)CC3)n2C)n(C)c1=O,3,-4
CCc1nc(N=C(N)N)nc2ccccc12,6,-5
S=C(NCc1ccco1)Nc1cccc(Cl)c1Cl,0,0
CCOc1nc(-c2ccccc2)ncc1Oc1ccccc1,-5,-12
CCCc1nc2oc3ccccc3c(=O)c2c(=O)n1-c1ccccc1,1,-6
CCNC(=S)/N=C(/Nc1ccccc1)Nc1nc(C)cc(C)n1,1,221
COc1ccc(C(=O)NCCCCc2ccccc2)cc1,-2,9
CC(OC(=O)c1ccc2ncsc2c1)C(=O)NCc1ccccc1 (stereo not drawn),-5,-9
O=c1[nH]c(SCc2ccc(Cl)cc2)nc2ccsc12,-2,-24
C/C(=N\Nc1nc2ccc(Cl)cc2o1)c1ccccc1,-4,1
CC1(C)CC(=O)C(N=Nc2ccc(Br)cc2)=C(O)C1,0,29
O=C(N/N=C/c1ccc2c(c1)OCO2)C(=O)Nc1ccc2ccccc2c1,0,12
C/C(=N\O)c1oc2ccc3c(C)cc(=O)oc3c2c1C,0,15
Cn1cccc1/C=N/NC(=O)Cc1cccs1,2,0
O=C(Nc1nnc(COc2ccc(F)cc2)s1)Nc1ccccc1F,-7,9
CCN1C(=O)/C(=C\c2ccc(-c3cccc(C(=O)OC)c3)o2)SC1=Nc1ccc(C(=O)O)cc1,-3,-5
O=S(=O)(/N=C(/Nc1ccc(F)cc1F)c1ccccc1)c1ccc(Br)cc1,0,-10
Cc1ccnc(N(C(=O)Nc2ccccc2)C2=NCC(C)(C)S2)c1,0,284
O=c1cc(-c2ccccc2)nc2c(-c3ccccc3)c(C(F)(F)F)[nH]n12,27,92
O=C(O)c1cccnc1C(=O)N1CCc2c([nH]c3ccccc23)C1C(F)(F)F (stereo not drawn),1,0
O=C(Nc1cccc2cccnc12)c1ccccc1Cl,2,332*
CC(C)c1ccc(NC(=O)CSc2n[nH]c(=O)n2Cc2ccco2)cc1,3,1
CCOc1ccccc1N/C(=N/c1nc(C)cc(C)n1)NC(=O)Nc1ccc(Cl)c(Cl)c1,0,7
Cn1c2c(c(=O)n(C)c1=O)C(CC(=O)Nc1ccccc1F)C(=O)N2 (stereo not drawn),-1,-1
Cc1cc(N/N=C/c2ccc(F)cc2)nc(NCc2ccccc2)n1,-2,2
N/C(=N\NC(=O)Nc1ccccc1)c1ccccn1,-12,-7
COc1ccc(Nc2nc(NCc3ccco3)nc(N)c2[N+](=O)[O-])cc1,-1,-3
COc1ccc(-c2nn(C)c(=O)c3ccccc23)cc1CNC(=O)CN1CCOCC1,-1,2
CN1C(=S)SC2CS(=O)(=O)CC21 (stereo not drawn),-3,40
CCCCOc1ccc(/C=C(\C#N)C(=O)NC2CC2)cc1,1,15
O=C(Nc1ccc2ccccc2c1)C(=O)C1C(=O)Nc2ccccc21 (stereo not drawn),0,16
O=C(Nc1ccccc1)NC1CCCCCCC1,-2,-1
Nc1ncc([N+](=O)[O-])cc1S(=O)(=O)c1ccccc1,0,-9
CN(Cc1ccccc1)C(=O)COc1ccc2ccccc2c1,0,-14
O=C(Nc1nc2ccc(F)cc2s1)c1ccccn1,2,1
O=C(c1[nH]ncc1-c1ccc(Cl)cc1)C1CO1 (stereo not drawn),-1,-6
CCOc1ccccc1NC(=O)Nc1cccc(S(N)(=O)=O)c1,19,-6
COc1ccc(NC(=O)C(C)N2C(=O)c3ccccc3C2=O)c(OC)c1 (stereo not drawn),-3,59
N#CCC(=O)Nc1ccc(C(=O)NNC(=S)NC2CCCCC2)cc1,-1,4
COC(=O)N1CCN(c2ccc(C)c(C)c2)CC1,-2,11
CCN(CC)CCN1C(=O)C(O)=C(C(=O)c2cc3cccc(OC)c3o2)C1c1cccs1 (stereo not drawn),2,-15
Cc1c(C2C(C#N)=C(N)N(c3cccc([N+](=O)[O-])c3)C3=C2C(=O)CCC3)cnn1C (stereo not drawn),-15,-3

# (further entries)
SMILES,NSD2 inh,Mot1-301 SUMO
COc1ccc(NC(=O)N(Cc2cccs2)Cc2cc3cc4c(cc3[nH]c2=O)OCO4)cc1,-1,0
CC(=O)c1sc2nsc(SCCN3CCOCC3)c2c1N,0,9
O=C(CCNC(=O)c1ccccc1)N=Nc1c(O)[nH]c2ccccc12,-5,-12
Cc1nn(-c2ccccc2)c(Cl)c1/C=N/NC(=O)CCNc1n[nH]c(=O)[nH]c1=O,4,205
CC1(C)Cc2c(sc3c2c(N)nc(=S)n3Cc2ccccc2)CO1,2,-15
Cc1ccc(Nc2ccncc2S(N)(=O)=O)cc1,3,-6
O=S(=O)([N-]c1nc2ccccc2nc1-n1cc[n+](Cc2ccccc2)c1)c1ccc(Br)cc1,4,-21
COc1ccc(Nc2nc(N)c([N+](=O)[O-])c(NCCO)n2)cc1,2,-15
CCC(=O)N/C(N)=N/c1nc(C)c2cc(C)c(C)cc2n1,-2,-3
Cc1cc(OCCN2CCCCC2)nc2ccccc12,5,24
O=C(Nc1nc2ccsc2c(=O)s1)c1ccc(F)cc1,-2,-2
Cc1ccc(NC(=S)Nc2cc(C)on2)cc1,0,-2
Clc1ccc(-c2nc(-c3cc4cc(Cl)ccc4o3)cs2)cc1,-2,-16
CCC(NC(=O)COc1ccc([N+](=O)[O-])cc1)c1ccccc1 (stereo not drawn),-1,2
O=C(CSc1nc2ncccc2[nH]1)c1ccc2c(c1)OCO2,-1,-3

# Sorted by the number under NSD2 inh (largest number first): four of the compounds above.
SMILES,NSD2 inh,Mot1-301 SUMO
Cc1cc(OCCN2CCCCC2)nc2ccccc12,5,24
Cc1ccc(Nc2ccncc2S(N)(=O)=O)cc1,3,-6
CC(=O)c1sc2nsc(SCCN3CCOCC3)c2c1N,0,9
COc1ccc(NC(=O)N(Cc2cccs2)Cc2cc3cc4c(cc3[nH]c2=O)OCO4)cc1,-1,0

# (more compounds)
SMILES,NSD2 inh,Mot1-301 SUMO
Cn1nc(C2CC2)cc1NC(=O)CC(CC(=O)O)c1ccccc1 (stereo not drawn),-1,-4
Cc1ccc(NC(=O)Nc2ccc3c(c2)nc(C)n3C)cc1C,-2,-11
O=C(CNCC1CCCCC1)Nc1ccc(N2CCCCC2)cc1,31,-2
Clc1ccc(Nc2ncnc3c2nnn3Cc2ccccc2)cc1,-3,2
CC1=NNC(=O)C1C(c1ccc(Cl)cc1)C(C#N)C#N (stereo not drawn),11,-5
Cc1ccc(CSCC2Nc3ccc(C(=O)N4CCN(c5cccc(C)c5)C(C)C4)cc3NC2=O)cc1 (stereo not drawn),0,-4
Cn1c(C(C)(O)C(O)c2ccccc2)nc2ccccc21 (stereo not drawn),0,4
C=CCOC(=O)C1=C(C)NC(=S)C(C#N)(CC=C)C1c1ccccc1Cl (stereo not drawn),3,21
COc1cc(-c2nnc(NC(=O)c3ccc(S(=O)(=O)N4CCOCC4)cc3)o2)cc(OC)c1OC,33,1
CC(NC(=O)Cc1ccccc1[N+](=O)[O-])c1ccccc1 (stereo not drawn),0,15
O=[N+]([O-])c1ccc(N2CCN(S(=O)(=O)c3ccccc3)CC2)cc1NCc1ccco1,0,8
COc1ccc([N+](=O)[O-])cc1C(=O)NC1CCN(Cc2ccccc2)CC1,0,14
O=C(NCc1cccs1)C1CCCN1C(=O)Nc1ccc(Cl)cc1 (stereo not drawn),11,-20
Nc1nc(Nc2cccc3ccccc23)nc(C2CCCC2=O)n1 (stereo not drawn),1,4
O=C(CC1Nc2c3ccccc3nc(=S)n2C1=O)NC1CCCCC1 (stereo not drawn),-1,-14
S=C1NCN(Cc2cccnc2)CN1,-5,6
Cn1ncc2c(NCc3cccc(C(F)(F)F)c3)c(C(=O)O)cnc21,-1,-5
Cn1cnc(S(=O)(=O)Nc2ccccc2N2CCOCC2)c1,0,1
O=C(O)C1c2ccccc2C(=O)N(Cc2ccc(F)cc2)C1c1ccncc1 (stereo not drawn),-6,5
NS(=O)(=O)c1ccc(CCNC(=O)COC(=O)/C=C/c2cc(Br)ccc2F)cc1,-1,-6
Nc1c(C(=O)Nc2ccccc2)sc2ncc([N+](=O)[O-])cc12,1,6
O=c1[nH]c(S)c(/C=C2\C=Nc3ccccc32)s1,5,-22
Cc1cc(C)c2c(N)c(C(=O)c3ccccc3)sc2n1,-1,-11
COc1cc(C2C(C(=O)c3ccco3)=C(O)C(=O)N2c2cc(C)on2)ccc1OCc1ccccc1 (stereo not drawn),10,2
O=C(Cn1c(N2CCN(C/C=C/c3ccccc3)CC2)nc2ccccc21)c1ccccc1,0,-5

# Only part of the results is shown; rates above refer to the full screens.
